USP2a inh: USP2a (human) protease inhibition; O75604; USP2 core, Ub-CHOP2 coupled fluorogenic reporter, 485/531; Potency, µM (top dose mostly 38.3 µM), for inactives: top-dose activity change, negative = inhibition, actives largely listed as inhibitors; hit rate 0.01% among 330,000; AID 463254;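 note: potency is the fitted concentration of half-maximal effect; plate controls were DMSO wells for no effect and full inhibition by NEM control for full effect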
Target sequence (O75604 whole entry, looked up): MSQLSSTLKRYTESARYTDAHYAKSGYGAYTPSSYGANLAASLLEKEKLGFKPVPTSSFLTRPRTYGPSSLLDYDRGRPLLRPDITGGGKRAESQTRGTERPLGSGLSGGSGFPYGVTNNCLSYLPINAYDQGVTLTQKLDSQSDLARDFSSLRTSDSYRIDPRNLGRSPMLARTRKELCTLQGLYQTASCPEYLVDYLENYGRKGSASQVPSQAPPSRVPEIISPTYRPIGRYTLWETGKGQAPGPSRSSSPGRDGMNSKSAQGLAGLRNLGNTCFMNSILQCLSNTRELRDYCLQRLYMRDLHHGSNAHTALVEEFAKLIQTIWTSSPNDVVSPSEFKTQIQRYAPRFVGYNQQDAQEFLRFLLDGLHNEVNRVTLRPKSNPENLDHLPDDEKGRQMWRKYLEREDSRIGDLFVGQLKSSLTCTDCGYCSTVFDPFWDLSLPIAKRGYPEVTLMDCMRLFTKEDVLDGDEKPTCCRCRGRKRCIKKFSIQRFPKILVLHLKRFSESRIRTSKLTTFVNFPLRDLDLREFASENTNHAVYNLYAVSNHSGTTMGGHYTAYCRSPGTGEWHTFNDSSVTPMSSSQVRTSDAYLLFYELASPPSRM
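Cell-free coupled assay: 10nM USP2 core preincubated 30min RT with compound in Tris-HCl pH 8.0/CaCl2/CHAPS buffer, then 25nM Ub-CHOP2 and 25nM reporter substrate; fluorescence (Ex 485/Em 531) read after 60min RT, normalized to NEM inhibition, concentration-response curves fitted.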
TSG101-PTAP inh: blocks PTAP/TSG101 interaction to inhibit HIV-1 budding; AID 493005; 340,000 tested, under 10 active; Potency, µM (top dose mostly 115 µM), inactives show at the highest dose activity change, negative = inhibition, usual class: inhibitors; Fluorescence polarization, FITC-PTAP peptide / Tsg101 binding; active = well fitted inhibition curve with a large enough effect in the main read-out, with a control signal flat, not every such curve was filed as active; inconclusive = small, poorly fitted or top-dose-only effect, or effect the other way, or a change in a side signal; inactive = no such curve, though single readings can be large or run the other way; note: potency is the fitted concentration of half-maximal effect; % of control where 0% means no effect
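Steps: Tsg101 binding domain dispensed (10 uM final), compounds pinned in DMSO, FITC-labeled PTAP-motif peptide added (50 nM final); after 20 min binding at room temperature, polarization measured.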
Eya2 phos inh: blocks the phosphatase activity of human Eya2. recombinant Eya2, OMFP fluorescence dephosphorylation (OMFP is methylfluorescein phosphate). hit rate 0.006% among 330,000. O00167. Potency, µM (highest dose often 76.9 µM), without a hit: at the highest dose activity, negative = inhibition, most hits filed as inhibitors. AID 488837; note: potency is the fitted concentration of half-maximal effect; % is set by controls: 0 for no effect and ±100 for the full control effect
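Eya2 (0.2 uM) preincubated 10 min at ambient with compound, then OMFP substrate added at 50 uM; 10 min reaction in 50 mM HEPES pH 7.5, 50 mM NaCl, 5 uM MgCl2, 0.05% BSA, 1 mM DTT. Fluorescence read at Ex 485/Em 525 nm.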
B2AR arrestin: beta2AR (human) beta-arrestin recruitment activity; P07550; beta-arrestin recruitment to beta2AR, cell-based reporter; Potency, µM (series often up to 46.1 µM), for the others: top-dose activation, most hits filed as activators; hit rate 0.02% among 330,000; AID 492947;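 note: potency is the fitted concentration of half-maximal effect; 0% = DMSO controls and full agonism = EC100 isoproterenol or metaproterenol; nearly all actives have a fitted effect of over 65% in size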
Mito fusion act: blocks mitochondrial division or promotes mitochondrial fusion | S. cerevisiae fusion-defective mutant growth rescue, CellTiterGlo 48 h | Potency, µM (highest dose often 46.1 µM), for the others: top-dose growth rescue (activation), usual class: activators | hit rate 0.23% among 320,000;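 note: potency is the fitted concentration of half-maximal effect; % of control where 0% means no effect; nearly all actives have a fitted effect of over 45% in size; temperature-sensitive fusion mutants such as fzo1-1 at 37 °C on non-fermentable ethanol glycerol medium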
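Read-out: ATP-based luminescence (CellTiterGlo, 10 min ambient) reporting growth of fusion-defective ts yeast after 48 hours at 37C on glycerol/ethanol YPEG medium in the presence of compound.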
TCR act: T cell receptor activation; Potency, µM (series often up to 9.22 µM), without a hit: at the highest dose activation of IL-2 secretion, usual class: activators; AID 504894; primary human leukocytes, anti-CD3, IL-2 HTRF, 48 h; 330,000 tested, under 10 active; note: % of control where 0% means no effect
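48 hr co-incubation of compounds, a-CD3 beads and primary human leukocytes; IL-2 quantified homogeneously by HTRF with anti-IL-2 K and d2 conjugates.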
Chronic BCR inh: blocks chronic active B-cell receptor signaling; hit rate 0.05% among 340,000; Potency, µM (doses to about 46.1 µM), without a hit: top-dose ratio change, negative = lower green/red ratio, actives largely listed as inhibitors; ABC-DLBCL IkBa-CBG/CBR reporter, luminescence ratio, 4 h; active = well fitted inhibition curve with a large enough effect in the signal ratio, with a control signal flat, not every such curve was filed as active; inconclusive = small, poorly fitted or top-dose-only effect, or effect the other way, or a change in a side signal; the % refers to the signal ratio;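 note: potency is the fitted concentration of half-maximal effect; plate controls were basal doxycycline-induced cells for no effect and cells given 10 µM MG132 for full effect; MG132 reads +100%, hits lower the ratio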
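Compounds up to 46 uM were incubated four hours with TMD8 cells whose green CBG68 luciferase is fused to IkappaBalpha; red CBR luminescence normalised the signal, and concentration-effect curves were fitted to fusion, red and ratio data.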
TSHR antagonist: human thyrotropin receptor antagonism. P16473. TSHR-expressing cells, TSH-stimulated cAMP HTRF, 2 h; hits give low values. activity change, negative = inhibition, % at 11.5 µM. hit rate 0.2% among 330,000. AID 504810;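 active = activity change below a set negative limit, meaning inhibition stronger than a set level, cut at about -70% in these data; inconclusive = activity change between two set negative limits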; note: % is set by controls: 0 for no effect and ±100 for the full control effect
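Competitive HTRF cAMP read-out (cryptate anti-cAMP antibody, cAMP-d2; 30 min, room temperature) in freshly harvested TSHR cells. Compounds added before TSH at EC80 (4nM final), followed by 2 hours' incubation at 37 deg C.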
uPA generation: cell surface uPA generation inhibition. hit rate 0.31% among 330,000. Potency, µM (series often up to 38.3 µM), for the others: top-dose activity change, negative = inhibition, hits mostly inhibitors. cell surface uPA generation assay, qHTS. AID 540303; active = well fitted inhibition curve with a large enough effect; inconclusive = small, poorly fitted or top-dose-only effect; inactive = no such curve, though single readings can be large or run the other way; tested in mouse RAW 264.7 cells; note: potency is the fitted concentration of half-maximal effect; % is set by controls: 0 for no effect and ±100 for the full control effect; nearly all actives have a fitted effect of over 55% in size
ELG1 repair inh: ELG1-dependent DNA repair inhibition; HEK293T ELG1-luciferase reporter, luminescence, 16 h; DNA damage induced by 5-fluorouridine; Potency, µM (titrated, usually from 46.1 µM), for the others: at the top dose activity change, negative = inhibition, most hits filed as inhibitors; hit rate 2.3% among 330,000; AID 504467; note: potency is the fitted concentration of half-maximal effect; % is set by controls: 0 for no effect and ±100 for the full control effect; nearly all actives have a fitted effect of over 55% in size
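Quantitative HTS, concentration-response format. 2,000 cells/well co-treated with 5-fluorouridine and compound, 16 hr in 5% CO2 at 37 °C; ONE-Glo luminescence read after 30 min.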
Tb PFK inh: inhibitors of T. brucei phosphofructokinase; O15648; T. brucei PFK, ADP-Glo luminescence; Potency, µM (top dose mostly 57.5 µM), for inactives: at the top dose activity, negative = inhibition, hits mostly inhibitors; hit rate 0.17% among 330,000;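 note: potency is the fitted concentration of half-maximal effect; 0% = uninhibited 1x PFK enzyme wells and -100% = no-enzyme wells; nearly all actives have a fitted effect of over 60% in size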
Target sequence (O15648 whole entry, looked up): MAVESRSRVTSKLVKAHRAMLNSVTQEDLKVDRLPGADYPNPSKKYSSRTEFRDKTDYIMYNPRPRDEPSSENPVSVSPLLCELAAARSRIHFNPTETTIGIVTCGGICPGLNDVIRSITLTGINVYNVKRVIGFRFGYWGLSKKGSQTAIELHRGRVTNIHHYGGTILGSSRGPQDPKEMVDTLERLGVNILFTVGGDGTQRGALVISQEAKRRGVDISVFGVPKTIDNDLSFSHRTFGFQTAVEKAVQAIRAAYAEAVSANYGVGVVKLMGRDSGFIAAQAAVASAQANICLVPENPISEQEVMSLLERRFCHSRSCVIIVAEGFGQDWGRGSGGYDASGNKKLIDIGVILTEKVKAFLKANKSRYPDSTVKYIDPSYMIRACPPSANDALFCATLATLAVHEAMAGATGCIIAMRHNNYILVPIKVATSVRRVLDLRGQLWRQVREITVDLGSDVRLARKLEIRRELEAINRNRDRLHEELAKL
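Compounds were pin-transferred as a titration series up to 57 uM into substrate buffer (0.5 mM F6P, 0.1 mM ATP, pH 8.0), then 1.25 nM PFK was added and reactions ran 45 min before ADP-Glo detection.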
An asterisk follows results filed as active; ? = inconclusive; nt = not tested or not shown; & = joins results of further samples; [ ] = remark or other dose. Unless noted, calls come from the whole dose curve; as a rule, active = well fitted curve in the direction sought with a large enough effect; inconclusive = small, poorly fitted or top-dose-only effect, or another doubt; inactive = no such curve, though single readings can be large; an effect the other way counts as inactive or inconclusive. Compounds were not picked by outcome (roughly 3% active in at least one column).

SMILES | USP2a inh | TSG101-PTAP inh | Eya2 phos inh | B2AR arrestin | Mito fusion act | TCR act | Chronic BCR inh | TSHR antagonist | uPA generation | ELG1 repair inh | Tb PFK inh
O=C(NCc1ccco1)C(=S)N1CCCCC1 | 5% | 0% | 8% | -0.2% | -2% | 3% | -1% | -8 | -2% | 8% | -2%
COc1ccc(NC(C)=O)cc1S(=O)(=O)N1CCN(Cc2cccs2)CC1 | -1% | -3% | 10% | -0.1% | -2% | 3% | -5% | 6 | 8% | 1% | -7%
Oc1c(Br)cc(Br)cc1C=Nc1ccc2c(c1)OCO2 | -2% | 1% | 4% | -0.3% | 8% | 5%[46.1 µM] | 7% | -7 | -2% | -2% | 0%
O=C(CSCc1ccc(F)cc1)NCc1ccc(F)cc1 | 3% | 1% | 3% | -1.6% | 4% | 12% | 6%&11% | -7 | 5% | -13% | -3%
COc1ccc(NC(=S)Nc2cc(C(F)(F)F)ccc2F)cc1 | 1% | -4% | 12% | -0.1% | -9% | 6% | ? | -8 | nt | 3% | -9%
Cc1c(OCC(=O)OC(C)(C)C)ccc2c3c(c(=O)oc12)CCC3 | -2% | -3% | -11% | -0.2% | -3% | -2% | 0% | -38 | 3% | 2% | -4%
Cc1ccc(C)c(S(=O)(=O)N2CCCOC2CNC(=O)C(=O)NCc2cccnc2)c1 (configuration not stated) | 11% | -6% | 22% | -0.3% | -1% | -4% | 2% | -8 | 10% | 1% | -6%
CC(C)COP(=O)(c1ccc(N(C)C)cc1)C(O)c1ccccc1F (configuration not stated) | 0% | -4% | -12% | -1.0% | 5% | -3% | 1% | -2 | 0% | 2% | 2%
COc1ccc(C(=O)NC(C)c2cccnc2)cc1S(=O)(=O)N(C)Cc1ccccc1 (configuration not stated) | 3% | -4% | 8% | 0.3% | nt | 1% | -2% | nt | -6% | ? | 7%
COc1cc(NC(=O)Cc2nn(C)c(=O)c3ccccc23)cc(OC)c1 | 1% | -3% | -4% | -0.6% | 1% | -4% | -3% | -14 | -5% | ? | 1%
COc1cccc(OCc2cc(C(=O)N3CCC(c4ccncc4)CC3)no2)c1 | 1% | -1% | -12% | 0.4% | -39%[inhibitor] | 1% | -1% | -36 | -1% | ? | 0%
CC(=O)c1cccc(NC(=O)N2CCCC2C(=O)NCCc2ccccc2)c1 (configuration not stated) | 1% | -7% | 3% | 0.3% | -4% | 0% | -9% | 7 | -3% | 4% | -1%
COc1ccc(CN2CC(C(N)=O)Oc3ccccc32)cc1F (configuration not stated) | 2% | 0% | 6% | 0.3% | 5% | 7% | -1% | -5 | -3% | 2% | -23%
CC1C=CCC2C(=O)N(c3ccc(OC(=O)c4cccs4)cc3)C(=O)C12 (configuration not stated) | 2% | -13% | -7% | -1.1% | 11% | 2% | 1% | -9 | -1% | 4% | -1%
O=S1(=O)NC(CC2=CCCCC2)C2CCCCC2O1 (configuration not stated) | 0% | 0% | -2% | -0.8% | -7% | -4% | -1% | 4 | -16% | -4% | -2%
CCCOc1ccc(C(=O)CCC(=O)OCC(=O)Nc2cccc(S(N)(=O)=O)c2)cc1 | -2% | -7% | -14% | 0.1% | 3% | -7% | -2% | -5 | 4% | ? | -4%
COc1cccc2cc(C(=O)N3CCc4ccccc43)c(=O)oc12 | 1% | -3% | -13% | 0.2% | -2% | -1% | 4% | 0 | 1% | ? | -2%
N#Cc1ccc(-c2ccc(OCC(O)Cn3nnc4ccccc43)cc2)cc1 (configuration not stated) | -1% | -2% | -2% | -0.9% | -15% | 5% | -4% | -35 | 0% | -11% | -2%
CCCCn1c(N)c(N(CC(C)C)C(=O)c2ccc(COc3ccccc3)o2)c(=O)[nH]c1=O | 0% | 0% | -1% | 0.4% | -1% | -1% | 3% | 0 | 2% | -2% | 1%
Cc1cccc(-n2ncc3c(N(C)Cc4ccccc4)ncnc32)c1 | -1% | 0% | -13% | -0.6% | 14% | 0% | 1% | 6 | ? | ? | -22%
Cc1cc(C)c2[nH]c(=O)c(CN(Cc3ccccc3)C(=S)NCCCN(C)C)cc2c1 | 2% | -5% | -16% | 0.0% | -7% | -3% | -14% | 6 | -5% | 13% | 2%
COc1ccc2c(c1)OC[C@H]1[C@H]2N2C(=O)c3cc(OC)ccc3NC(=O)[C@@]2(C)[C@H]1c1ccccc1 | -2% | 0% | 1% | 8.6% | -20% | 4% | ? | 8 | ? | ? | -4%
CCCCCn1c(SCC2CCCO2)nc2cc(C(=O)N3CCC(C(N)=O)CC3)ccc2c1=O (configuration not stated) | 0% | -1% | 17% | -0.2% | -3% | 6% | 8% | -8 | nt | ? | -2%
O=C(O)c1ccc(OCc2ccc(C(=O)O)o2)cc1 | 1% | -2% | -13% | -0.4% | 6% | -2% | -1% | 2 | 2% | ? | 0%
Cc1cc(OCCCC(=O)Nc2cccc(-n3cnnn3)c2)ccc1Cl | 3% | -6% | 1% | -0.3% | 1% | 4% | 12% | -14 | -16% | -3% | 3%
Cc1cccn2cc(-c3cccc(S(=O)(=O)N4CC(C)OC(C)C4)c3)nc12 (configuration not stated) | 3% | -4% | -8% | 0.1% | -17% | -4% | -2% | -2 | 1% | -22% | -1%
COc1ccc(S(=O)(=O)N2CCC(c3nc4ccccc4[nH]3)CC2)cc1 | 0% | -3% | 4% | -0.6% | 0% | 5% | 17% | 41 | -2% | ? | -4%
COc1cc2c(cc1NC(=O)c1ccc(C(C)(C)C)cc1)CCCC2 | -9% | -2% | -21% | -0.3% | -4% | 2% | 23% | -37 | 2% | -11% | 2%
Cc1cc2nc(C3CCN(CC4COc5ccccc5O4)CC3)[nH]c2cc1C (configuration not stated) | -1% | -11% | 8% | -0.1% | 20% | -2% | 0% | 0 | ? | ? | -1%
O=C(Nc1cccc([N+](=O)[O-])c1)c1ccc(-c2ccccc2)cc1 | -2% | -1% | -15% | -0.3% | -4% | -3%[46.1 µM] | -9% | -9 | 5% | 29% | 1%
Cc1ccccc1-c1noc(-c2ccc(Cl)cc2)n1 | 0% | -4% | -8% | 8.9% | 0% | 3% | 8% | 5 | -4% | ? | 3%
S=C(NCCCn1ccnc1)NC1CCCCC1 | 1% | 1% | -3% | -1.6% | 0% | -2%[46.1 µM] | 1% | 2 | -1% | 4% | 1%
CCOc1ccc(-n2cc(C(=O)N3CCN(C)CC3)c3cc(OC)c(OC)cc3c2=O)cc1 | -2% | -4% | -26% | -0.3% | -2% | 0% | 6% | 3 | 4% | ? | -2%
CN(CC(=O)Nc1ccc([N+](=O)[O-])cc1Br)Cc1c(F)cccc1Cl | -1% | -2% | 8% | 0.4% | 11% | -7% | ? | -15 | 12% | -13% | -1%
Cc1cc(C(=O)NCC(c2ccco2)N2CCCC2)c2ccccc2n1 (configuration not stated) | 1% | -5% | 1% | 0.1% | 4% | -4% | -4% | -2 | 8% | 8% | 8%

One compound at a time (already shown). Order of values: USP2a inh	TSG101-PTAP inh	Eya2 phos inh	B2AR arrestin	Mito fusion act	TCR act	Chronic BCR inh	TSHR antagonist	uPA generation	ELG1 repair inh	Tb PFK inh
Cc1ccc(C)c(S(=O)(=O)N2CCCOC2CNC(=O)C(=O)NCc2cccnc2)c1 (configuration not stated) as listed: 11%	-6%	22%	-0.3%	-1%	-4%	2%	-8	10%	1%	-6%
O=C(Nc1cccc([N+](=O)[O-])c1)c1ccc(-c2ccccc2)cc1 as listed: -2%	-1%	-15%	-0.3%	-4%	-3%[46.1 µM]	-9%	-9	5%	29%	1%
O=C(CSCc1ccc(F)cc1)NCc1ccc(F)cc1 as listed: 3%	1%	3%	-1.6%	4%	12%	6%&11%	-7	5%	-13%	-3%

High-throughput results from PubChem BioAssay.
